# Screening results: PubChem, National Center for Advancing Translational Sciences (NCATS)
# Gal4-VP16 FLuc = VP16 counterscreen qHTS for inhibitors of ROR gamma transcriptional activity; Drosophila S2 Gal4-VP16 UAS-luciferase, luminescence, 20 h; Potency, µM (highest dose often 53.6 µM), for the others: at the highest dose activity, negative = inhibition, hits mostly inhibitors; hit rate 3.5% among 310,000;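 note: Gal4-VP16 expression switched on by copper sulfate through the metallothionein promoter; potency is the fitted concentration of half-maximal effect; nearly all actives have a fitted effect of over 50% in size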
# Coupling enz = qHTS Assay for Inhibitors of Fructose-1,6-bisphosphate Aldolase from Giardia Lamblia: Coupling assay counterscreen | coupling enzyme system counterscreen, AmpLite Red fluorescence | activity change, negative = inhibition, % at 58.2 µM, hits read low | hit rate 0.67% among 290,000; in the data active = activity change below about -30%
#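 Coupling enzymes only (glyceraldehyde-3-phosphate) + compound, at 57.5 uM final, 10 min RT; add substrate/coupling/AmpLite Red mix, 20 min RT; fluorescence ex 525/em 598 nm. Actives flag coupling-system interference.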
# RORg inh = qHTS for inhibitors of ROR gamma transcriptional activity; Potency, µM (titrated, usually from 53.6 µM), inactives show top-dose activity change, negative = inhibition, actives largely listed as inhibitors; hit rate 5.4% among 310,000; Drosophila S2 Gal4-RORgamma UAS-luciferase reporter, 20 h; note: potency is the fitted concentration of half-maximal effect; nearly all actives have a fitted effect of over 60% in size
# Target sequence (P51450 whole entry, looked up, the tested form may be a part): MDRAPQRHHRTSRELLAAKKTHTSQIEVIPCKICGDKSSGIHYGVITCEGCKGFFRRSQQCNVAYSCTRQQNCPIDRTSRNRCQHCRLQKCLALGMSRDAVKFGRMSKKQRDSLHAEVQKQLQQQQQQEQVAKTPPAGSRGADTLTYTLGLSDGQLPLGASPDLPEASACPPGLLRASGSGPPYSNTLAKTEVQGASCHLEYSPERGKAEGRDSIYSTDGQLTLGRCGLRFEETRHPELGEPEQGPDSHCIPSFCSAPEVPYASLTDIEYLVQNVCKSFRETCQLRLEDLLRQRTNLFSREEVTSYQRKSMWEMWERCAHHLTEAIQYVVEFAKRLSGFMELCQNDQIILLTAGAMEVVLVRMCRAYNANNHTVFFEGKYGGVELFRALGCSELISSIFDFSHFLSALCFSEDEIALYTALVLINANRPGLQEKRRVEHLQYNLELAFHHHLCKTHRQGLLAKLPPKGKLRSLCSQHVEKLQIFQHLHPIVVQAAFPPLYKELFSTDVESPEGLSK
#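 Luciferase reporter read in Schneider cells carrying Gal4-RORγ (mouse) and UAS-Photinus luciferase; cells given compound 1 h before 700 uM copper sulfate induction, then incubated 20 h at ambient temperature.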
# The depositor's hits bear a star; ? = inconclusive; & = joins results of further samples; ! = a repeat was not active; [ ] = another dose, or the depositor's remark. Unless noted, calls come from the whole dose curve; as a rule, active = well fitted curve in the direction sought with a large enough effect; inconclusive = small, poorly fitted or top-dose-only effect, or another doubt; inactive = no such curve, though single readings can be large; an effect the other way counts as inactive or inconclusive. % is set by controls: 0 for no effect and ±100 for the full control effect.
nr	smiles	RORg inh	Gal4-VP16 FLuc	Coupling enz
1	COc1ccccc1CNc1ccnc(-c2cccnc2)n1	5.1%	0.2%	2.6
2	C=C(C)C(O)/C=C/C=C/c1ccccc1 (centres undefined)	31.3%[10 µM]	7.5%[10 µM]	-0.2
3	COc1cc(C(=O)Oc2ccc3c(OC)c4ccoc4nc3c2OC)cc(OC)c1OC	0.5%	3.4%	0.4
4	Cc1noc(C)c1-c1nccc(N(C)Cc2ccco2)n1	-38.8%	-12.0%	2.7
5	CCC1(c2ccc(OC)cc2)NC(=O)N(C)C1=O (centres undefined)	5.3%	15.9%	0.8
6	CN(C)c1ccc(-c2cncnc2NCCN2CCOCC2)cc1	?	-15.2%	-13.7
7	COC(=O)CNC(=O)[C@@]1(C)C=C[C@@H](Cc2ccccc2)N1C(C)=O	-0.3%	-14.9%	0.2
8	CCNc1ncc2nc(-c3cn(C)c4ccccc34)c(=O)n(Cc3cccc(OC)c3)c2n1	-21.8%	5.0%	0.4
9	CSCC[C@H](NC(=O)[C@H](Cc1c[nH]c2ccccc12)NC(=O)CCNC(=O)OC(C)(C)C)C(=O)N[C@@H](CC(=O)O)C(=O)N[C@@H](Cc1ccccc1)C(N)=O	0.2%	-8.3%	0.5
10	O=C(O)[C@@H]1CCCNC1	-3.0%[16.9 µM]	-2.5%[17 µM]	0.8
11	CCC(=O)OCC(=O)C1(OC(=O)CC)C(C)CC2C3C(Cl)CC4=CC(=O)C=C[C@@]4(C)C3C(O)C[C@@]21C (some centres undefined)	12.6µM*	-27.1%	-1.9
12	COc1cc2c(cc1OC)-c1cc3cc(OC)c(OC)cc3c(=O)n1CC2	?	-27.9%	-0.3
13	Cc1cnc(CNc2ccnc(-c3ccoc3)n2)cn1	25.5%	-11.4%	4.5
14	O=S(=O)(c1ccccc1)N1CCC2(CCN(c3ccc(-c4ccccc4)cc3)CC2)CC1	-4.9%	18.4%	0.6
15	CCC(C)C(N)C(=O)NC(CC(N)=O)C(=O)NC(CC(C)C)C(=O)NC(CCCCN)C(=O)NC(C)C(=O)NC(CC(C)C)C(=O)NC(C)C(=O)NC(C)C(=O)NC(CC(C)C)C(=O)NC(C)C(=O)NC(CCCCN)C(=O)NC(CCCCN)C(=O)NC(C(=O)NC(CC(C)C)C(N)=O)C(C)CC (centres undefined)	?	17.8µM*	2.3
16	CN(Cc1ccco1)c1ncncc1-c1ccoc1	1.8%	7.8%	-1.6
17	Cc1cnc(CNc2ncnc3ccc(-c4ccc(N(C)C)cc4)cc23)cn1	8.6%	-15.3%	-22.4
18	c1ccc(-c2nc(-c3ccccc3)c(Nc3ccc4ccccc4c3)o2)cc1	2.3%	-5.3%	0.5
19	O=c1cc(N2CCOCC2)oc2c1ccc1ccccc12	-8.3%	?	2.7
20	COc1ccc2c(c1)OC/C(=C\c1ccc(OC)c(O)c1)C2=O	?	?	-13.0
21	CCCCCCCCCCCCCC[C@@H](O)[C@@H](O)[C@H](CO)NC(C)=O	5.2%	-2.7%	-0.8
22	O=C(OCC(F)(F)F)[C@H](O)[C@@H](O)C(=O)OCC(F)(F)F	13.9%	1.6%	3.4
23	CCOC(=O)N/N=C1/C[C@@H](O)[C@@H](O)[C@@H]2[C@@H]3C(=O)N(C(C)(C)C)C(=O)[C@H]3CC[C@H]12	-11.2%[10 µM]	-1.2%[10 µM]	2.4
24	COC(=O)C(CN)c1c[nH]c2ccc(OC)cc12 (centres undefined)	2.7%	4.8%	2.1
25	O=c1c(-c2cc(F)cc(F)c2)nc2cncnc2n1Cc1ccccc1	23.0%	5.1%	0.5
26	COc1c(O)cc(O)cc1O	7.5%	6.9%	1.1
27	O[C@@](CCN1CCCCC1)(c1ccccc1)C1CCCCC1	15.9%[16.9 µM]	3.4%[17 µM]	0.2
28	CC(=O)N1CCC[C@@]2(CCN(C(=O)Nc3ccccc3)C2)C1	5.8%	-2.1%	-0.6
29	COc1ccc(C2=Nn3c(nnc3-c3ccccc3O)SC2)cc1OC	-24.9%	13.9%	4.6
30	COC(=O)C/C=C\[C@@H](C)[C@@H](/C=N\O[C@@H](C)c1cn([C@H]2COC[C@H]2O)nn1)NS(=O)(=O)c1ccc(C)cc1	-5.4%[10 µM]	-7.9%[10 µM]	-0.7

# New compounds follow.
nr	smiles	RORg inh	Gal4-VP16 FLuc	Coupling enz
31	CC(C)(C)c1cc(O)c(C(C)(C)C)cc1O	-32.2%	-18.0%	-25.8
32	COc1ccc(C(=O)N2CCC3(CCN(Cc4cc(C(F)(F)F)cc(C(F)(F)F)c4)CC3)CC2)cc1	1.3%	-10.4%	-2.3
33	CCOc1ccc(Cc2nccc3cc(OCC)c(OCC)cc23)cc1OCC	-1.2%	15.8µM*!	-3.0&-8.6
34	CCOC(=O)CCN1C(=O)[C@H]2[C@@H]3[C@H](O)C=CC(=O)[C@H]3CC[C@H]2C1=O	-3.0%[10 µM]	-7.3%[10 µM]	-2.4
35	C#CCCCO/N=C1/C[C@@H](O)[C@@H](O)[C@@H]2[C@@H]3C(=O)N(CC)C(=O)[C@H]3CC[C@@H]12	3.6%[10 µM]	-3.8%[10 µM]	0.7
36	COc1ccc(Oc2ncc3nc(-c4ccc(F)cc4)c(=O)n(CCC#N)c3n2)cc1	3.0%	-15.5%	-1.3
37	FC(F)(F)c1ccccc1-c1ccc2ncnc(NCCN3CCOCC3)c2c1	8.2%	8.0%	3.9
38	CC(=O)OCCC(C)CCC=C(C)C (centres undefined)	-8.1%	1.2%	0.3
39	Cc1cccc(C2=N[C@@H](CC(C)C)CO2)c1	?	-11.9%[96.6 µM]	-0.7
40	N#Cc1cccc(NC(=O)N2CCC3(CC2)CCN(C(=O)c2cnccn2)CC3)c1	-15.7%	0.0%	3.7
41	CO[C@@H]1COC(=O)[C@H](C)NC(=O)[C@@H](C)COC(=O)CCC[C@H]1C	-2.9%[10 µM]	-0.6%[10 µM]	2.2
42	Cn1cccc1C(=O)N1CCC[C@@]2(CCN(Cc3cc(C(F)(F)F)cc(C(F)(F)F)c3)C2)C1	?	-0.7%	-0.1
43	C[C@H](NCCc1ccc(O)cc1)[C@@H](O)c1ccc(O)cc1	-4.0%[16.9 µM]	7.0%[17 µM]	2.1
44	CN[C@H]1[C@@H](O[C@@H]2[C@H](O[C@@H]3[C@@H](O)[C@@H](O)[C@@H](N=C(N)N)[C@@H](O)[C@@H]3N=C(N)N)O[C@H](C)[C@@]2(O)C=O)O[C@@H](CO)[C@@H](O)[C@H]1O	-14.3%[16.9 µM]	3.8%[17 µM]	0.5
45	COC1C(O)C(CO)OC1n1cnc2c(=O)[nH]c(N)nc21 (centres undefined)	-9.0%	-9.1%	2.3
46	CC(C)CC(=O)N[C@H](C(=O)N[C@H](C(=O)N[C@@H](CC(C)C)[C@H](O)CC(=O)N[C@@H](C)C(=O)N[C@@H](CC(C)C)[C@H](O)CC(=O)O)C(C)C)C(C)C	8.5%[16.9 µM]	-2.1%[17 µM]	-0.2
47	COc1ccc(CNc2cc(-c3ccccc3Cl)ncn2)c(OC)c1	4.1%	5.6%	-2.6
48	COc1ncc2nc(-c3ccc(F)cc3)c(=O)n(C)c2n1	-4.4%	2.6%	-0.3
49	COCC(=O)N1CCC2(CC1)CCN(C(c1ccccc1)c1ccccc1)CC2	-31.2%	2.7%	1.1
50	CC(C)C(=O)SCCCCCCC(=O)Nc1nc(-c2ccccc2)cs1	-7.4%	?	-1.8
51	Cc1cccc(-c2cc(=O)c3cc(Br)ccc3o2)c1	0.4%	9.6%	1.2
52	N#Cc1ccc(CN2CCC3(CCNCC3)CC2)cc1	-6.1%	3.8%	0.5
53	CC(=O)O[C@@H]1C(=O)[C@@]2(C)[C@H](O)C[C@H]3OC[C@]3(OC(C)=O)[C@@H]2[C@H](OC(=O)c2ccccc2)[C@@]2(O)C[C@H](OC(=O)[C@@H](O)[C@@H](NC(=O)c3ccccc3)c3ccccc3)C(C)=C1C2(C)C (stereo in doubt)	?	-19.9%[17 µM]	1.2
54	c1cn(-c2cc(-c3ccc4c(c3)OCO4)ncn2)cn1	-20.4%	-9.0%	0.4
55	O=C(c1cccc(F)c1)N1CCC2(CCN(Cc3ccncc3)CC2)CC1	-11.6%	8.0%	1.4
56	CCNc1ncc2nc(-c3ccccc3)c(=O)n(-c3ccc(OC)cc3)c2n1	-3.6%	5.4%	-12.9
57	O=C(NCCCCN1CCN(c2cccc(Cl)c2Cl)CC1)c1ccc2c(c1)Cc1ccccc1-2	-18.8%	?	1.7
58	C=C1CCC(=O)C(C)CCC2C1CC2(C)C (centres undefined)	-18.1%	6.0%	1.9
59	COc1ccc(C(=O)CC(=O)c2c(O)cc(OC)cc2OC)cc1	-8.6%[10 µM]	-3.2%[10 µM]	1.5
60	CS(=O)(=O)N1CCC2(CCCN(c3ncccn3)C2)CC1	-25.3%	-10.4%	6.1

# (further entries)
nr	smiles	RORg inh	Gal4-VP16 FLuc	Coupling enz
61	COc1ccc(-c2nc3cnc(OC)nc3n(Cc3ccc(F)cc3)c2=O)cc1	-10.4%	0.4%	0.2
62	CC(C)(S)[C@H](N)C(=O)O	24.3%	-6.9%	5.5
63	Cc1cnc(CNc2ccnc(-c3ccc(C(=O)N(C)C)cc3)n2)cn1	-6.6%	9.4%	-4.4
64	COc1ccc(-c2cc(=O)c3c(O)c(OC)c(O[C@@H]4OC(COC5OC(C)C(O)C(O)[C@@H]5O)C(O)C(O)C4O)cc3o2)cc1 (some centres undefined)	-6.4%	-5.6%	-4.8
65	CCOc1ccccc1-c1nnc2n1N=C(c1cccc(OC)c1)CS2	?	?	-0.3
66	CCCCCCCCCCCCCCCC(=O)NCCCC(=O)O	37.6%	-11.2%	2.8
67	CN1C(=O)N(C)C2=NNC=NC2(O)C1=O (centres undefined)	?	?	-45.9*
68	O=CN/C=C/c1cc(F)cc(F)c1F	3.5%	-3.2%	4.5
69	Cc1ccc(C(O)C2=CCCC2=O)cc1 (centres undefined)	-10.2%	2.4%	5.2
70	O=S(=O)(c1ccccc1)N1CCC2(CC1)CN(Cc1nccs1)C2	-2.2%	7.5%	7.6
71	CC[C@H](C)[C@H](NC(=O)[C@H](CC(N)=O)NC(=O)[C@H](CCCCN)NC(=O)[C@H](Cc1ccccc1)NC(=O)[C@H](Cc1ccccc1)NC(=O)[C@H](Cc1cnc[nH]1)NC(=O)[C@@H](N)C(C)C)C(=O)N[C@H](C(=O)N[C@H](C(=O)N1CCC[C@H]1C(=O)N[C@@H](CCCN=C(N)N)C(=O)N[C@H](C(=O)N1CCC[C@H]1C(=O)O)[C@@H](C)O)[C@@H](C)O)C(C)C	0.2%	-9.8%	5.7
72	Cc1cccc(CNc2ncncc2-c2ccccc2Cl)c1	-20.4%	-2.8%	6.1
73	CC[C@H](C)[C@@H](NC(=O)O[C@@H]1C(=O)c2ccc(OC)cc2O[C@H]1c1ccc2c(c1)OCO2)C(=O)OC	31.0%	3.7%	1.3
74	CN(C)Cc1ccccc1-c1ccc2ncnc(NCc3cccs3)c2c1	18.5%	-2.5%	-1.3
75	O=C(c1csnn1)N1CCC2(CCCN(Cc3cc(C(F)(F)F)cc(C(F)(F)F)c3)C2)CC1	25.9%	-5.5%	4.6
76	CC1CCC2C(=O)N3C(CCC(C)[C@@H]3c3cccc(N4CCOCC4)c3)C(=O)N2C1c1cccc(Br)c1 (some centres undefined)	-2.3%[10 µM]	-5.0%[10 µM]	0.1
77	Cc1ccccc1-c1cncnc1NCc1cccs1	-0.7%	-13.9%	13.8

# An excerpt (hit frequency here may not be typical).
